Screens from PubChem BioAssay.
OX1R antag-1: blocks the human orexin 1 receptor; O43613; CHO/OX1R cells, Fluo-8 calcium fluorescence, orexin A; inhibition, % at 5 µM; hit rate 0.43% among 330,000; AID 434989;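 active = inhibition above its plate's threshold, mean inhibition of all tested compounds on the plate plus 3 SD, cut at about 37% in these data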;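 note: 0% = orexin A challenge wells and 100% = SB-334867-A antagonist wells; not every result past the cut was called active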
Target sequence (O43613 whole entry, looked up): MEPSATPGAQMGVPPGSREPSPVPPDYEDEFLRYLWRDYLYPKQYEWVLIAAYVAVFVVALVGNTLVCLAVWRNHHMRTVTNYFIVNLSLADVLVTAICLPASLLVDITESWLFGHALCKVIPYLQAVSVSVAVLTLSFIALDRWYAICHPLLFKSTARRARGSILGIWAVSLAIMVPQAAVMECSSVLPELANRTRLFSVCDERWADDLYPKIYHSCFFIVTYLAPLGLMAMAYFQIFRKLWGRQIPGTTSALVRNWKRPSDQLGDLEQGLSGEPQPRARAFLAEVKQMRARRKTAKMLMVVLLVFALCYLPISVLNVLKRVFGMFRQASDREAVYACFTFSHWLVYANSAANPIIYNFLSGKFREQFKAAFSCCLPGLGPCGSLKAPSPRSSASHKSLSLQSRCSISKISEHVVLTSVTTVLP
OX1R antag-2: blocks the human orexin 1 receptor | O43613 | OX1R-expressing cells, FRET antagonist read-out | inhibition, % at 6.6 µM | hit rate 1.8% among 330,000 | AID 485270; in the data active = inhibition mostly above about 38%, no sharp cut-off; inactive = mostly below about 40%;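 note: 0% = agonist challenge alone and 100% = reference antagonist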
* = called active by the depositor; & = joins results of further samples.

OX1R antag-1	OX1R antag-2	Structure
-8	-2	Cc1ccc(C2C(C(=O)O)c3ccccc3C(=O)N2C)o1 (centres undefined)
8	18	CCC(C)NS(=O)(=O)c1ccc(NS(C)(=O)=O)cc1 (centres undefined)
-9	14	O=C(N[C@H]1C/C=C\C[C@H](CC(=O)N(CCO)Cc2ccccc2)C(=O)NC[C@H](c2ccccc2)OC1=O)OCC1c2ccccc2-c2ccccc21
-8	8	CC(C)(C)Cc1nnc(NC(=O)c2ccc([N+](=O)[O-])cc2)s1
-21	24	COc1ccc(-c2nnn(CC(=O)NCCc3ccc(OC)c(OC)c3)n2)cc1
-22	16	COc1ccc(NC(=O)N2CCCC2C(=O)Nc2ccc(C)cc2C)cc1 (centres undefined)
-32	26	COc1ccc(C2/C=C\CN(C(=O)C3CCCC3)CC(=O)N2Cc2ccc(F)cc2)cc1 (centres undefined)
1	9	O=C(Cc1ccccc1)Nc1ccccc1C(=O)Nc1ccc(C(=O)O)cc1
-17	14	S=c1[nH]nc(-c2ccco2)n1/N=C/c1ccc(Br)s1
-28	9	O=C(CC1C(=O)NCCN1Cc1ccc(-c2ccccc2)cc1)NCCOc1cccnc1 (centres undefined)
-4	6	CC(=O)Nc1ccc(S(=O)(=O)N2CCN=C2SCc2cccnc2)cc1
-38	32	C=CCOC(=O)C1=C[C@@H](c2ccccc2)[C@H](CCCO)[C@@H](OCC)O1
-25	8	Cc1ccc(C(=O)COC(=O)c2cc(Cl)nc3ccccc23)cc1C
-16	17	Cc1ccc(-c2nc3cc(C)ccc3o2)cc1
0	4	CN(CC(=O)Nc1ccc(Cl)c(S(=O)(=O)N2CCOCC2)c1)C(=O)c1cccs1
-14	38*	COC(CNC(=O)c1ccc2nc3ccccc3c(=O)n2c1)OC
-29	24	COc1cc(OC)cc(C(=O)Nc2ccc(NC(=O)c3ccco3)c(Cl)c2)c1
1	10	COc1ccc(S(=O)(=O)NNC(=O)Nc2ccc(F)cc2F)c(OC)c1
-40	-4	O=C(CN(c1ccc(F)cc1)S(=O)(=O)c1ccccc1)NC1CCCCCC1
-9	21	COc1cc(C2C(C(=O)c3ccc(C)o3)=C(O)C(=O)N2c2cc(C)on2)cc(Br)c1O (centres undefined)
12	3	CCc1ccc(OCC(=O)Nc2cc(S(=O)(=O)CC)ccc2O)cc1
-3	14	COc1ccc([N+](=O)[O-])c(OC)c1C(=O)NC(=O)Nc1nc(C)nc(C)n1
-3	13	Cc1cc(Br)cc(C)c1NC(=O)c1ccccc1[N+](=O)[O-]
-28	36	C/C(CCN1CCc2nc(-c3ccccc3)c(-c3ccccc3)cc2C1)=N\O[C@@H](C)c1cn([C@H](CO)Cc2ccccc2)nn1
-6	10	COc1ccc(NC(=O)c2cccnc2)c(OC)c1
-30	1	Cc1ccc(Cn2ncc3c(N4CCN(c5ccccc5C)CC4)ncnc32)cc1
-21	5	CCOC(=O)Cn1nnnc1C(CC)N(Cc1cccs1)Cc1cc2cc(C)ccc2[nH]c1=O (centres undefined)
7	9	CN(C)S(=O)(=O)c1cccc(NC(=O)c2cc(-c3cccs3)nn2-c2ccccc2)c1
-4	4	CCOC(=O)C(C(C)=O)=C1SC2CS(=O)(=O)CC2S1 (centres undefined)
-25	16	OCCCn1c(C2CCCN2c2nc(-c3ccc(Cl)cc3)cs2)nc2cc(Cl)c(Cl)cc21 (centres undefined)
-26	16	CCOC(=O)N1CCC(N2Cc3cccc(C(=O)Nc4ccc(OCC)cc4)c3C2=O)CC1
-29	23	CCn1c(CNc2nc3ccccc3n2C(C)C)nc2ccccc21
-55	12	CCOC(=O)C(C)n1cnc2c(nnn2Cc2ccc(C)cc2)c1=O (centres undefined)
-10	16	CN(C)c1ccc(NC(=S)NCC2CCCO2)cc1 (centres undefined)
0	5	CCCCCCNc1c([N+](=O)[O-])c(=O)sc2ccccc12
-2	-12	CC1CN(C(=S)Nc2ccc(Cl)cc2)CC(C)O1 (centres undefined)
-16	22	Cn1c(=O)c(C(=O)COc2ccc(F)cc2Cl)c(N)n(Cc2ccccc2)c1=O
-4	6	CCN(Cc1ccccc1)c1ccc(/C=N/N2CCOCC2)cc1
-22	23	CN(C)c1nc(N/N=C/c2c[nH]c3ccccc23)nc(N2CCOCC2)n1
-23	50*	CCOc1c(O)ccc(/C=C2\SC(=S)NC2=O)c1[N+](=O)[O-]
25	80*	CC(=O)Nc1cccc(-c2nc3ccccc3o2)c1
-15	-4	CC(=O)Nc1nc(C)c(Oc2ccc(C)cc2)c(=O)[nH]1
-17	42	CCN1C(=O)C(Cc2nc3ccccc3c(=O)n2C)c2ccccc21 (centres undefined)
-6	8	O=C(COC(=O)C1CCN(C(=O)Nc2ccccc2)CC1)NCC(F)(F)F
-23	3	CCOc1ccc(N2CC(C(=O)Nc3ccc(S(=O)(=O)N4CCCC4)cc3)CC2=O)cc1 (centres undefined)
-30	7	Cc1nc(C)c(C(=O)OCC(=O)NCc2ccccc2Cl)s1
-20	7	CC(=C/c1ccccc1)/C=N/n1c(C)n[nH]c1=S
-26	14	Cc1c(C)c2ccc(OCC(=O)NC3CCN(Cc4ccccc4)CC3)c(C)c2oc1=O
-19	24	COc1ccc([N+](=O)[O-])cc1N(CC(O)CN1CCCCC1)S(=O)(=O)c1ccccc1 (centres undefined)
-27	14	Cc1cccc(C2Nc3ccccc3C(=O)N2c2ccc(F)cc2)n1 (centres undefined)

Other results
OX1R antag-1	OX1R antag-2	Structure
-6	6	CC(c1ccc(F)cc1)n1cc(C(=O)NCCN(C)C)nn1 (centres undefined)
-36	28	CC(C)C(NS(=O)(=O)c1cccs1)C(=O)NCc1ccccc1Cl (centres undefined)
-35	12	COC(=O)c1cc(Cl)c(NC(=O)/C=C/c2ccc(Cl)cc2)cc1OC
-11	9	CC(NC(=O)Nc1ccccc1C(F)(F)F)C1CCCO1 (centres undefined)
-10	-2	CC(C)n1nc(C(=O)Oc2cc(Cl)ccc2Cl)c2ccccc2c1=O
-3	11	Cc1cc(-c2cc(C(=O)NCc3ccccc3)on2)nc(S(C)(=O)=O)n1
8	20	Cc1ccc(S(=O)(=O)N(CC(=O)N(C(C)C)C(C)C)C(=O)N2CCN(C)CC2)cc1
-2	8	Cc1oc(/N=C/c2ccc3c(c2)OCO3)c(C#N)c1C
0	58	CC(=O)N1CCN(CC(=O)Nc2cc([N+](=O)[O-])ccc2Cl)CC1
0	7	CCN(CC)c1ccc(C(=O)OCC(=O)Nc2ncccn2)cc1
-7	0	Cc1ccc(OCCNC(=O)c2ccc(C)o2)cc1
2&-6	10&8	c1ccc(-c2n[nH]c(-c3ccccn3)n2)nc1
-6	5	CC[C@]1(C(=O)OC)[C@H]2C(=O)N(Cc3ccccc3)C(=O)[C@H]2[C@H]2CN=C(SCc3ccc(C(=O)OC)cc3)N21
-29	18	COC(=O)C1=NN(c2ccccc2)C2(S1)S/C(=C\c1ccccc1)C(=O)N2c1ccccc1 (centres undefined)
13	9	CSc1nnc(-c2ccccc2)n1C
-15	5	Cc1c(NC(=O)N(C)C)c(=O)n(-c2ccccc2)n1C
-27	29	O=C(Cn1c(C(F)(F)F)nc2ccccc21)c1ccc(Br)cc1
14	8	CCc1cc(-c2n[nH]c(C)c2-c2nc3ccccc3s2)c(O)cc1OCC(=O)NN
-12	18	O=C(Nc1ncc(S(=O)(=O)c2ccc([N+](=O)[O-])cc2)s1)c1ccc2ccccc2c1
-27	13	COCCn1c(SCC(=O)Nc2cc(C)cc(C)c2)nnc1C(C)C
-3	8	CC(Oc1ccc2c(c1)oc(=O)c1ccccc12)C(=O)NC(Cc1c[nH]c2ccc(O)cc12)C(=O)O (centres undefined)
-7	11	O=C(CCn1c(=S)oc2ccccc21)Nc1ccccc1Br
-34	4	CC(C)(CNC(=O)COc1ccccc1Cc1ccccc1)N1CCOCC1
-6	3	O=C1CCCC(=O)N1c1ccc(Oc2ccc(Cl)cc2)cc1
-12	5	Cc1cc(C)nc(SCC(=O)n2c3c(c4ccccc42)CCCC3)n1
0	0	CC(Sc1nnc(COc2ccc(Cl)cc2)n1Cc1ccccc1)C(=O)O (centres undefined)
-30	15	CN(CC(=O)NCc1ccncc1)S(=O)(=O)c1ccc2ccccc2c1
-4	17	CCN(CC)CCCNC(=O)CCC(=O)Nc1ccc2nc(N3CCCCC3)cc(C)c2c1
-12	4	COc1ccc(C2CC3(O)CC(C#N)(C(=O)N3)C2(C#N)C#N)cc1 (centres undefined)
-2	8	COc1ccc(N(C(=O)c2ccco2)C(C(=O)NC2CCCC2)c2ccncc2)cc1OC (centres undefined)
-29	5	CC(C)N(C(=O)Cn1cc(S(=O)(=O)CC(=O)N2CCOCC2)c2ccccc21)C(C)C
-8	1	COc1ccccc1C(=O)N1CCN(Cc2nc(CC3CC3)no2)CC1
-6	3	CCCCCN=C(N)N/N=C/c1c[nH]c2ccc(OC)cc12
-5	1	COc1cc(C2=NC(CO)(CO)CO2)cc(OC)c1OC
14	4	O=C(CNS(=O)(=O)c1ccccc1)N/N=C/c1ccc(O)cc1
0	7	CCOC(=O)C1=C(C)NC(=O)NC1c1ccc(C)o1 (centres undefined)
4	10	COc1ccc(NS(=O)(=O)c2cccc(C(=O)N3CCC3)c2)cc1
-13	18	CC(C)=C(NC(=O)c1ccccc1)C(=O)Nc1cccc(C)c1
5	0	Cc1cccc(C)c1NC(=O)CNC(=O)COC(=O)c1ccc(Cl)s1
-20	20	Cc1cccc(C)c1NC(=O)CCCSc1nnc(-c2ccco2)n1-c1ccccc1
-6	6	CC(C)C[C@@H]1CN=C(N)N1C[C@@H]1CCCN1C[C@@H](C(C)C)N1C[C@@H](Cc2ccccc2)N(CCCC2CCCC2)C1=N
-4	11	COc1ccc(-c2n[nH]c(C)c2-c2cscn2)c(O)c1
-4	9	O=C(Nc1ccccc1)NN1CC(=O)N(c2ccc(Cl)cc2)CC1=O
-9	16	COc1ccc(S(=O)(=O)N(C)CC(=O)N2CCN(c3ccccc3)CC2)cc1
-12	2	CC(C)C(=O)Nc1ccc(C(=O)CSc2nnc(C3CC3)n2C2CC2)cc1
-11	1	Cc1nnc(SCC(=O)NNC(=O)c2ccc(Br)cc2)n1C
-6	27	NS(=O)(=O)c1ccc(NC(=O)c2ccc3nccnc3c2)cc1
-27	2	COCCn1c(-c2ccc(Cl)cc2)nc2oc3cc(OC)ccc3c(=O)c2c1=O
-15	4	Cc1ccc2c(c1)NC(=O)C(CC(=O)NCCN(CC(C)C)CC(C)C)O2 (centres undefined)
-10	6	COc1cccc(N2C(=O)C3CCCN3C2c2cccs2)c1 (centres undefined)

Compound profiles (already shown):
O=C(Nc1ccccc1)NN1CC(=O)N(c2ccc(Cl)cc2)CC1=O in the list: OX1R antag-1: -4; OX1R antag-2: 9
CCOC(=O)C1=C(C)NC(=O)NC1c1ccc(C)o1 (centres undefined) in the list: OX1R antag-1: 0; OX1R antag-2: 7

Next section
OX1R antag-1	OX1R antag-2	Structure
-10	28	COc1ccc(C(=O)N/C(=C\c2ccco2)C(=O)NCCN2CCOCC2)cc1
-35	13	Cc1ccc(-c2nn(-c3cccc(F)c3)cc2CN2CCN(c3ccccn3)CC2)o1
-33	12	COc1cc(C)c(S(=O)(=O)n2ccc(C)n2)cc1C
11	7	N#Cc1ccc(N/N=C/c2ccccc2)c([N+](=O)[O-])c1
-4	153*	CC(C)NC(=O)c1ccc2c(c1)S(=O)(=O)c1ccccc1C2=O
-23	24	CCOc1ccc(/C=C2\SC(=S)N(N3C(=O)C4CC4C3=O)C2=O)cc1 (centres undefined)
-4	39	O=C(Nc1ccccn1)C1CCN(S(=O)(=O)c2cccc3nonc23)CC1
-16	22	COC(=O)c1scc(S(=O)(=O)C(C)(C)C)c1-n1cccc1
-29	13	N/C(=N\c1nc(CSc2ccc(Cl)cc2)cc(=O)[nH]1)Nc1ccccc1C(F)(F)F
-1	7	O=c1sc2ccccc2c(N2CCN(c3ccccc3)CC2)c1[N+](=O)[O-]
-7	5	CN(CC(=O)N1CCCC1)S(=O)(=O)c1ccc(Cl)cc1
6	148*	O=C(O)c1cccc(NC2=C(n3nnc4ccccc43)C(=O)c3ccccc3C2=O)c1
7	0	C[C@H](CO)N1C[C@H](C)[C@@H](CN(C)C(=O)Nc2ccc3c(c2)OCO3)Oc2ccc(NC(=O)Nc3ccc(C(F)(F)F)cc3)cc2C1=O
-10	27	CCOC(=O)C1(Cc2ccccc2C)CCCN(C(=O)c2ccccn2)C1 (centres undefined)
-8	33	Cc1cc(C)nc(N/N=C/c2cc3c(cc2[N+](=O)[O-])OCO3)n1
-15	19	CC(=O)c1cccc(CN2CCc3ccc(NC(=O)C4CCCO4)cc3C2)c1 (centres undefined)
-20	11	COc1ccccc1C1=NOC(COC(=O)c2ccc3ccccc3n2)C1 (centres undefined)
-3	4	O=C(COC(=O)c1cc[n+]([O-])cc1)NCC12CC3CC(CC(C3)C1)C2
-11	4	CC1CCN(C(=O)COC(=O)c2cc(=O)[nH]c3ccccc23)CC1

Compounds above with a tert-butyl group, in the order listed:
OX1R antag-1	OX1R antag-2	Structure
-8	8	CC(C)(C)Cc1nnc(NC(=O)c2ccc([N+](=O)[O-])cc2)s1
-16	22	COC(=O)c1scc(S(=O)(=O)C(C)(C)C)c1-n1cccc1

In a second layout: results already given.
| compound | OX1R antag-1 | OX1R antag-2 |
| --- | --- | --- |
| C[C@H](CO)N1C[C@H](C)[C@@H](CN(C)C(=O)Nc2ccc3c(c2)OCO3)Oc2ccc(NC(=O)Nc3ccc(C(F)(F)F)cc3)cc2C1=O | 7 | 0 |
| CCOC(=O)C1(Cc2ccccc2C)CCCN(C(=O)c2ccccn2)C1 (centres undefined) | -10 | 27 |
| Cc1cc(C)nc(N/N=C/c2cc3c(cc2[N+](=O)[O-])OCO3)n1 | -8 | 33 |
| CC(=O)c1cccc(CN2CCc3ccc(NC(=O)C4CCCO4)cc3C2)c1 (centres undefined) | -15 | 19 |
| COc1ccccc1C1=NOC(COC(=O)c2ccc3ccccc3n2)C1 (centres undefined) | -20 | 11 |
| O=C(COC(=O)c1cc[n+]([O-])cc1)NCC12CC3CC(CC(C3)C1)C2 | -3 | 4 |
| CC1CCN(C(=O)COC(=O)c2cc(=O)[nH]c3ccccc23)CC1 | -11 | 4 |

Rows were taken by chance; about 2% have a hit in one of these screens.
